Assay outcomes (PubChem)
SENP7 block: blocks the human protease SENP7; AID 434973; Q9BQF6; 1.5% of 330,000 active; recombinant SENP7, Z-RLRGG-aminoluciferin luminescence, 40 min; inhibition, % at 5 µM;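 active = inhibition above about 50% at the single test dose, limit read from the data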;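 also: plate controls were DMSO with enzyme for no effect and no enzyme buffer wells for full effect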
Target sequence (Q9BQF6 706-1050 limits assumed): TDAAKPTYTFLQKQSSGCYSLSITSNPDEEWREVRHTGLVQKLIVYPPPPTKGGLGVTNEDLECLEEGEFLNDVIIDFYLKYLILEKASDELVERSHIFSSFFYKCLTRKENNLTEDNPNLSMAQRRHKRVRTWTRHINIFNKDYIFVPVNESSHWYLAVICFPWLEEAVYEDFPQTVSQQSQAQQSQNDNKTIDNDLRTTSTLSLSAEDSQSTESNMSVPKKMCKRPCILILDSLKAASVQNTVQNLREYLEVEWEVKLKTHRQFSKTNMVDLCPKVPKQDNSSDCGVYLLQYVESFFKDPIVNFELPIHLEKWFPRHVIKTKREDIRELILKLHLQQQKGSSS
Apaf1 inhib: human Apaf-1 inhibition. 0.71% of 330,000 active. reconstituted apoptosome caspase-3 activity, DEVD-Rh110 fluorescence. inhibition, % at 20 µM. O14727; active = inhibition of at least 40% at 20 µM;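 also: plate controls were DMSO wells for no effect and DEVD-CHO caspase inhibitor wells for full effect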
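Assay system: Apoptosome proteins | Medium: pH 7.5 Hepes buffer with CHAPS, BSA, DTT | Also added: Cytochrome c and DEVD-Rh110 substrate | Times: 30 min plus 50 min, RT | Detection: Rhodamine 110 fluorescence at Ex 480/Em 540 nm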
PfGluPho inh: PfG6PD (Plasmodium falciparum) enzyme inhibition. PfGluPho enzyme, NADPH resazurin-diaphorase fluorescence. inhibition, % at 20 µM. 0.78% of 350,000 active;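 active = inhibition reaching at least a set limit at 20 µM in the primary screen, cut at about 59% in these data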;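 also: 0% = DMSO wells with substrate and 100% = DMSO wells lacking glucose-6-phosphate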
SENP6 block: SENP6 protease inhibition; Q9GZR1; inhibition, % at 10 µM; AID 2599; Recombinant SENP6 catalytic domain, aminoluciferin luminescence; 1.8% of 330,000 active;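 active = inhibition above about 50% at the single tested dose, limit read from the data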;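 also: plate controls were DMSO wells with enzyme for no effect and DMSO wells lacking enzyme for full effect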
SENP8 block-1: blocks the human protease SENP8. Q96LD8. purified SENP8, Z-RLRGG-aminoluciferin cleavage, luminescence. inhibition, % at 10 µM. 1.2% of 330,000 active. AID 2540; in the data active = inhibition above about 50%
Target sequence (Q96LD8 whole entry, looked up): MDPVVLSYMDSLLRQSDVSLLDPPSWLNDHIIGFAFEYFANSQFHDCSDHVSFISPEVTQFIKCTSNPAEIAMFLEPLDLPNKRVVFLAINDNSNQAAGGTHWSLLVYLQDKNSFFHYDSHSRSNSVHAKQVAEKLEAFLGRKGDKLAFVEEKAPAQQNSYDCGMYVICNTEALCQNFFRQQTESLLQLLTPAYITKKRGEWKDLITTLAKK
SENP1 inh: inhibitors of human SENP1 SUMO protease catalytic domain | Q9P0U3 | recombinant SENP1 catalytic domain, CyPet-SUMO1-YPet FRET cleavage | inhibition, % at 10 µM | 0.21% of 360,000 active;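 active = inhibition at least 30% at 10 µM, raw YFP signal under a set limit, fluorescence ratio 0.5 to 1.5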;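 also: 0% = enzyme with DMSO and 100% = no enzyme wells; some results filed as inactive read as strong as hits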
Target sequence (Q9P0U3 419-644 limits assumed): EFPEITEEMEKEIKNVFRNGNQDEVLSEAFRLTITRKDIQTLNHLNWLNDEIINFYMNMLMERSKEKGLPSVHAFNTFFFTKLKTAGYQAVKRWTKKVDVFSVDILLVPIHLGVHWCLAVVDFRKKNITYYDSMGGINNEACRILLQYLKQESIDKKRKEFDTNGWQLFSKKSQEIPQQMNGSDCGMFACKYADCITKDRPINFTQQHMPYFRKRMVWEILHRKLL
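Test system: recombinant human SENP1 catalytic domain, His6-tagged / Medium: pH 8 Tris buffer with EDTA, NaCl, BME, BSA, NP40, catalase / Also added: SUMO1 FRET substrate flanked by Cypet and Ypet, 25 nM / Times: 50 min reaction at room temperature / Signal: FRET, CFP and YFP emission / Control set: no-enzyme low control and enzyme-plus-DMSO high control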
SENP8 block-2: blocks human SENP8 cleavage of Nedd8 substrate; 0.64% of 360,000 active; recombinant SENP8, Nedd8 substrate fluorescence; Q96LD8; inhibition, % at 20 µM; AID 602440; in the data active = inhibition mostly above about 40%, no sharp cut-off; inactive = mostly below about 27%
HKDC1 inhibitor: blocks human hexokinase HKDC1 activity | Q2TB90 | recombinant HKDC1, G6PDH/diaphorase resazurin coupled fluorescence | inhibition, % at 20 µM | 0.16% of 340,000 active | AID 493160;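 active = inhibition above about 35% when tested at 20 µM, limit read from the data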;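 also: plate controls were DMSO wells with enzyme for no effect and DMSO wells lacking enzyme for full effect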
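test system = in-house recombinant HK5 (HKDC1) enzyme | amount = HKDC1 at 5 µg/mL | control set = DMSO-enzyme wells negative, buffer-substituted wells positive | compound = one dose of 20 µM, 1% DMSO | schedule = reaction time 90 min, room temperature, protected from light | technique = resorufin fluorescence at 613 nm | reagent = glucose with 1 mM ATP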
* = called active by the depositor; i = inactive; . = no result given.

No.	compound	SENP7 block	Apaf1 inhib	PfGluPho inh	SENP6 block
1	CC(NC(=O)COC(=O)Cc1ccccc1[N+](=O)[O-])c1ccccc1 (stereo unspecified)	2	14	4	-6
2	COc1ccc(CCNC(=O)Cn2cnc3c(cnn3C(C)(C)C)c2=O)cc1OC	1	0	-10	8
3	Oc1ccc(C[C@H]2CNCCN2CCc2cc(C(F)(F)F)cc(C(F)(F)F)c2)cc1	1	33	-20	-4
4	Cc1cc(C)nc(SCc2ccc(Br)cc2)n1	60*	6	5	-23
5	CCCn1ncc(CN2CCC(Cc3cccc(F)c3)(C(=O)OCC)CC2)c1C	-9	-5	9	-27
6	Cc1ccc(NC(=O)Cn2cc(C(=O)C3CC3)c3ccccc32)c(C)c1	-6	14	-14	-17
7	O=C(Cc1cccc(NC(=O)C2CCCN(C(=O)CCc3ccccc3)C2)c1)Nc1ccc(C(=O)N2CCCCC2)cc1 (stereo unspecified)	.	.	-11	.
8	CCOC(=O)COc1ccc(/C=C/[N+](=O)[O-])c(OCC(=O)OCC)c1	-9	6	4	-9
9	CCn1cc(C2=NOC(C(=O)O)C2)c(C)n1 (stereo unspecified)	0	-9	-5	3
10	O=C(N/N=C/C1CC=CCC1)c1cc(-c2cccnc2)nc2ccccc12 (stereo unspecified)	10	2	7	3
11	CCSc1nnc(NC(=O)NC(C)(C(F)(F)F)C(F)(F)F)s1	4	15	31	-10
12	Cc1ccc(NC(=O)C2(c3ccccc3)CCOCC2)cc1	-1	3	3	-15

No.	SENP8 block-1	SENP1 inh	SENP8 block-2	HKDC1 inhibitor
1	-8	2	12	-10
2	0	1	12	-2
3	-12	0	4	1
4	-13	2	0	-3
5	-5	1	0	-5
6	-14	2	11	1
7	.	0	2	4
8	-12	-2	-2	15
9	3	0	10	-12
10	5	0	3	-3
11	-1	1	10	-6
12	-1	0	11	-5

(list continues)
No.	compound	SENP7 block	Apaf1 inhib	PfGluPho inh	SENP6 block
13	O=C(NC1CCCCC1)N1CCN(c2ccc(Cl)cc2)CC1	-10	9	7	-12
14	CCOc1ccc(C2NC(=O)c3ccccc3O2)cc1 (stereo unspecified)	7	1	1	-2
15	O=C(/C(=C(\O)c1ccccc1)c1ncc[nH]1)c1ccccc1	9	1	-1	7
16	O=C1CCC(=O)c2oc3ccccc3c2N1	6	-9	-7	-13
17	O=C(CCC(=O)c1ccc(F)cc1)NC1CCCN(Cc2ccccc2F)C1 (stereo unspecified)	6	0	5	3
18	Cc1ccc(-c2noc(Cn3cc(S(=O)(=O)N4CCCC4)ccc3=O)n2)cc1	2	-17	17	9
19	O=C1CCCC/C1=C/Nc1cccc(C(F)(F)F)c1	-19	-8	51	7
20	Nc1cccc2c(O)cc(S(=O)(=O)O)cc12	.	.	49	.
21	O=C(C[n+]1cc(Br)cc2ccccc21)c1ccc(Br)cc1	-8	3	5	-13
22	N#Cc1cc(N2CCOCC2)nc2ccccc12	-9	6	5	2
23	COc1ccc(S(=O)(=O)NC2CCCCCC2)c(OC)c1	-7	-1	3	-3
24	O=C(Oc1ccc2ccc(O)cc2c1)c1ccccc1Cl	70*	-3	30	89*

No.	SENP8 block-1	SENP1 inh	SENP8 block-2	HKDC1 inhibitor
13	1	-16	-2	-5
14	3	0	-40	2
15	5	0	15	-5
16	-1	5	-5	-8
17	-10	1	9	-9
18	6	-24	-64	-1
19	-5	1	12	1
20	.	-37	i	25
21	-5	52*	5	12
22	-5	-30	-425	-2
23	-1	1	4	-4
24	74*	1	12	1

New compounds follow.
No.	compound	SENP7 block	Apaf1 inhib	PfGluPho inh	SENP6 block
25	CCCNS(=O)(=O)c1ccc(OCC(=O)N2CCc3ccccc3C2)c(C)c1	7	5	8	1
26	CC(/C=N/NC(=O)CNc1n[nH]c(=O)[nH]c1=O)c1ccccc1 (stereo unspecified)	2	-21	3	-6
27	CCN1CCN(C(=O)c2ccccc2N(C)S(=O)(=O)c2ccc(C)cc2)CC1	-6	5	8	-9
28	O=C1CCCN1c1ccc(S(=O)(=O)Nc2cccnc2)cc1	-3	-6	-13	-11
29	CC(Cc1ccccc1)NC(=O)CN1C(=O)c2ccccc2S1(=O)=O (stereo unspecified)	4	-18	9	-4
30	C=CCNC(=O)c1onc(CS(=O)(=O)c2cc(C)cc(C)c2)c1C(=O)NCC=C	8	7	-4	-11
31	O=c1[nH]n(-c2ccccc2Cl)c(=O)c2ccccc12	-4	2	18	-3
32	CSc1cccc(NC(=S)N2CCC(N(C)C3CCCCCC3)CC2)c1	5	-10	8	-7
33	NC(=O)COC(=O)c1cccc(S(=O)(=O)N2CCN(c3ccccc3)CC2)c1	1	-12	-18	4
34	O=C(NC1CC1)C1=C[C@H](c2c[nH]c3ccccc23)C[C@H](OCCCCO)O1	3	8	2	3
35	Cc1c(NC(=S)N/C(=N/S(=O)(=O)c2ccccc2)c2ccccc2)c(=O)n(-c2ccccc2)n1C	7	-18	-2	0
36	CCOc1ccccc1CNC(=O)CCCc1cn(C)c2ccccc12	-11	24	12	4

No.	SENP8 block-1	SENP1 inh	SENP8 block-2	HKDC1 inhibitor
25	-1	1	12	-5
26	5	4	10	-5
27	-2	-3	-4	-6
28	1	2	-2	-10
29	-4	2	10	-6
30	-5	-1	15	-6
31	0	0	5	-1
32	-5	2	29	-5
33	4	1	6	-2
34	1	-12	-54	3
35	2	1	10	-9
36	-10	-4	10	-6

Other compounds.
No.	compound	SENP7 block	Apaf1 inhib	PfGluPho inh	SENP6 block
37	O=[N+]([O-])c1ccc(N2CCCC2)nc1N1CCCC1	3	-6	-19	2
38	Cc1c(C(=O)OCC(=O)N2c3ccccc3CC2C)oc2ccccc12 (stereo unspecified)	-5	28	-1	-9
39	Cc1ccc(S(N)(=O)=O)c(C)c1N1CCCC1=O	-4	0	5	-18
40	COc1ccc(Br)cc1CNC(=O)c1ccc2c(c1)N(C)CCS2	11	13	26	-4
41	O=C(c1cn(-c2ccccc2)nc1-c1ccc(Cl)s1)N1CCOCC1	-8	17	4	-14
42	CCN(Cc1ccccc1)S(=O)(=O)c1ccc2c(c1)NC(=O)CS2	-4	17	4	-9
43	COc1cc(C2/C(=C(\O)c3cc(C)ccc3C)C(=O)C(=O)N2CCN(C)C)ccc1O (stereo unspecified)	8	-8	-3	-6
44	CN1C(=O)C(C)(C)c2cc(S(=O)(=O)N3CCCC3C(=O)NCc3ccccc3Cl)ccc21 (stereo unspecified)	-3	-2	-13	3
45	O=C(N/N=C/c1ccc[nH]1)c1cccc(Br)c1	0	-5	26	-12
46	COc1ccc(C(=O)NCC(=O)N2CCc3ccccc3C2)cc1	2	4	-19	-8
47	CN(C(=O)CSc1nnc(-c2cccc(F)c2)n1N)C1CCS(=O)(=O)C1 (stereo unspecified)	-11	-17	0	-3
48	C=CCn1cc(CN2CCC(C(=O)Nc3ccc(Oc4cccnc4)cc3)CC2)c(C)n1	2	-6	-3	-10

No.	SENP8 block-1	SENP1 inh	SENP8 block-2	HKDC1 inhibitor
37	10	0	22	7
38	-7	-6	7	8
39	-1	2	15	-9
40	-9	-4	-454	-3
41	-6	3	-2	4
42	2	0	10	6
43	0	-27	19	-2
44	-3	0	8	8
45	-13	-1	-86	-11
46	1	-1	12	-4
47	-4	1	30	-7
48	1	-1	16	-1

Part of the list above in order of formula weight, falling:
No.	compound	SENP7 block	Apaf1 inhib	PfGluPho inh	SENP6 block
18	Cc1ccc(-c2noc(Cn3cc(S(=O)(=O)N4CCCC4)ccc3=O)n2)cc1	2	-17	17	9
32	CSc1cccc(NC(=S)N2CCC(N(C)C3CCCCCC3)CC2)c1	5	-10	8	-7
17	O=C(CCC(=O)c1ccc(F)cc1)NC1CCCN(Cc2ccccc2F)C1 (stereo unspecified)	6	0	5	3
41	O=C(c1cn(-c2ccccc2)nc1-c1ccc(Cl)s1)N1CCOCC1	-8	17	4	-14
1	CC(NC(=O)COC(=O)Cc1ccccc1[N+](=O)[O-])c1ccccc1 (stereo unspecified)	2	14	4	-6
23	COc1ccc(S(=O)(=O)NC2CCCCCC2)c(OC)c1	-7	-1	3	-3
4	Cc1cc(C)nc(SCc2ccc(Br)cc2)n1	60*	6	5	-23
45	O=C(N/N=C/c1ccc[nH]1)c1cccc(Br)c1	0	-5	26	-12
15	O=C(/C(=C(\O)c1ccccc1)c1ncc[nH]1)c1ccccc1	9	1	-1	7
14	CCOc1ccc(C2NC(=O)c3ccccc3O2)cc1 (stereo unspecified)	7	1	1	-2
20	Nc1cccc2c(O)cc(S(=O)(=O)O)cc12	.	.	49	.

No.	SENP8 block-1	SENP1 inh	SENP8 block-2	HKDC1 inhibitor
18	6	-24	-64	-1
32	-5	2	29	-5
17	-10	1	9	-9
41	-6	3	-2	4
1	-8	2	12	-10
23	-1	1	4	-4
4	-13	2	0	-3
45	-13	-1	-86	-11
15	5	0	15	-5
14	3	0	-40	2
20	.	-37	i	25

New compounds follow.
No.	compound	SENP7 block	Apaf1 inhib	PfGluPho inh	SENP6 block
49	CCCc1cc(C(=O)NCCc2ccccc2)no1	-30	6	-6	4
50	CN(c1ccccc1)S(=O)(=O)c1cccc(C(=O)OCC(=O)NCc2ccco2)c1	-6	-14	4	6
51	CCN1CCN(C(=O)CCc2nnc(CCc3c[nH]c4ccccc34)o2)[C@@H](C)C1=O	-3	-5	1	9
52	CC(C)c1nc(CN(C)C(=O)N[C@H](C(=O)N[C@@H](Cc2ccccc2)C[C@H](O)[C@H](Cc2ccccc2)NC(=O)OCc2cncs2)C(C)C)cs1	4	19	.	6
53	CCc1ccccc1NC(=O)c1cc(-c2cccc(O)c2)on1	0	5	-12	-6
54	CC(/C=C/c1ccccc1)=N\NC(=O)CSc1ccccn1	13	11	7	10
55	O=C(Nc1nn[nH]n1)C12CC3CC(CC(C3)C1)C2	-2	-7	24	-4
56	CNS(=O)(=O)c1ccc(C(=O)NCC(=O)NCC2COc3ccccc3O2)cc1 (stereo unspecified)	-7	10	1	-20
57	O=C(O)C1CC=CCC1C(=O)Nc1cc(Cl)ccc1Cl (stereo unspecified)	-8	3	6	-6
58	NC(=O)C1CCN(C(=O)c2ccc(Oc3ccccc3)cc2)CC1	9	-1	-20	-3
59	O=c1[nH]c2ccccc2n1CCCN1CCCCC1	6	2	-10	-20
60	CN(C)CCN(C(=O)C1CCN(S(=O)(=O)c2cccs2)CC1)c1nc2ccc(F)cc2s1	-6	21	-4	7
61	C=CCn1c(SCC(=O)c2c(N)n(CCC)c(=O)n(C)c2=O)nc2sc(CC)cc2c1=O	3	11	-15	-1
62	Cc1noc(C)c1C(=O)N1CCN(CCc2ccccc2)CC1	1	-14	-10	-16

No.	SENP8 block-1	SENP1 inh	SENP8 block-2	HKDC1 inhibitor
49	-6	1	-4	-7
50	-7	2	17	1
51	8	-1	1	2
52	0	.	.	.
53	-11	3	9	2
54	5	0	17	5
55	1	-1	6	-8
56	-15	4	0	-4
57	-10	-1	0	-1
58	-1	1	3	-2
59	1	-1	8	2
60	11	1	5	-1
61	1	0	19	4
62	-2	0	3	4

Not a hit list (roughly 3.6% active in at least one column).
